# Runt-CBFb FRET: Runt domain-CBFb interaction inhibition. Cerulean-Runt/Venus-CBFb FRET ratio 530/480, 1 h. 220,000 tested, 0.46% active. AID 1496. inhibition, % at 20 µM. Q01196+Q13951;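 active = inhibition over about 50% at 20 µM in the single-dose screen, limit read from the data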;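 also: 0% = DMSO wells and 100% = excess unlabeled CBFb competitor control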
#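 System: Cerulean-labeled Runt domain protein | Quantity: 100 nM of each labeled protein | Schedule: 1 h compound exposure, room temperature | Detection: Fluorescence energy transfer, 422 nm excitation, 530/480 nm emission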
# Runt-SMMHC FRET: Runt domain-CBFb-SMMHC interaction inhibition; 220,000 tested, 0.74% active; inhibition, % at 20 µM; Cerulean-Runt/Venus-CBFb-SMMHC FRET ratio 530/480, 1 h; Q01196+Q13951;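 active = mean inhibition across duplicate retests at 20 µM reaching about 50%, limit read from the data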;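 also: 0% = DMSO wells and 100% = wells with excess untagged CBFb-SMMHC; inhibitors lower the FRET ratio by blocking Runt binding to CBFb-SMMHC; some results filed as inactive read as strong as hits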
# RBBP9 inh: inhibitors of human serine hydrolase RBBP9 | recombinant RBBP9, FP-Rh probe fluorescence polarization | inhibition, % at 7.94 µM | 220,000 tested, 0.2% active | AID 1515;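 active = inhibition above the campaign mean of all tested compounds plus 3 SD, cut at about 14% in these data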;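 also: plate controls were DMSO wells with RBBP9 for no effect and wells lacking RBBP9 protein for full effect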
# Target sequence (O75884 whole entry, looked up): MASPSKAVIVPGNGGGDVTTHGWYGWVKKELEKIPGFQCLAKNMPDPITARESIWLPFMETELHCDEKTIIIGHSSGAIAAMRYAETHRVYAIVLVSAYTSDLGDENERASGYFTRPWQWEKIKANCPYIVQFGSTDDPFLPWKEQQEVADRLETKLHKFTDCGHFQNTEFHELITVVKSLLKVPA
#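 System: RBBP9 protein / Buffer or medium: Tris/NaCl buffer pH 8.0 with 0.1% Pluronic / Probe or stimulus: Serine-hydrolase probe FP-Rh, 375 nM pre-mixing / Dosing: 7.94 µM single dose, 0.794% DMSO / Times: enzyme-compound preincubation 30 min, then probe labeling 45 min, 25 °C / Technique: fluorescence polarization (mP), excitation 525 nm, emission 598 nm / Replication: singlicate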
# EP2 mod: EP2 receptor (human) modulation; P43116; EP2-expressing cells, cAMP HTRF FRET, PGE2 co-stimulation; induction, % at 25 µM; 260,000 tested, 0.83% active;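 active = compounds whose cAMP rise, as percent of the full-agonist control response, exceeds 60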;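 also: rat C6 glioma line stably carrying human EP2 under a CMV promoter; the protocol text gives 20 µM as final concentration; 100% = response of wells given 1 µM PGE2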
# Hck Nef HTS: human Hck-Nef kinase inhibition. Recombinant Hck-YEEI plus Nef, Z-Lyte FRET kinase assay. 220,000 tested, 0.68% active. AID 463187. inhibition, % at 20 µM. P08631;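 active = Hck-Nef kinase inhibition above about 50%, limit read from the data; inactive = inhibition below that limit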;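 also: 0% = DMSO with Hck plus Nef and 100% = Hck alone without Nef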
# Target sequence (P08631 whole entry, looked up): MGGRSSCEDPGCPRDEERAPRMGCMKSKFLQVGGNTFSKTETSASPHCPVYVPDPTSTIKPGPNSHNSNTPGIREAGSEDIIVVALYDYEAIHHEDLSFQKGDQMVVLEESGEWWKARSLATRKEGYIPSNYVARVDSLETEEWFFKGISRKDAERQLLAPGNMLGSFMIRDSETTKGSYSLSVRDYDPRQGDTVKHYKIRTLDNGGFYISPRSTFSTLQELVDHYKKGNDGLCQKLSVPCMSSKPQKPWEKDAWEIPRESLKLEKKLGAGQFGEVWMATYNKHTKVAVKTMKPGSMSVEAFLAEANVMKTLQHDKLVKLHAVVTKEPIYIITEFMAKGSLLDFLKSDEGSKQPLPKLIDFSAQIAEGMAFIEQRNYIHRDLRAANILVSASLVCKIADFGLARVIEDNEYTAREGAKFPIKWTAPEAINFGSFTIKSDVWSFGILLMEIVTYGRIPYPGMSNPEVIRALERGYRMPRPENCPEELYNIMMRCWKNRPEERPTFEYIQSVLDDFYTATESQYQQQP
# EP2 antag: EP2 receptor (human) inhibition; AID 1422; 260,000 tested, 0.52% active; P43116; C6 glioma cells expressing human EP2, cAMP TR-FRET; cells stimulated with saturating PGE2; inhibition, % at 25 µM;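 active = percent inhibition above 40 after rounding to a whole number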;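 also: rat C6 glioma host cells with rolipram phosphodiesterase inhibitor present; the protocol text gives 20 µM as final concentration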
# PERK inh: human PERK inhibition, primary cell-based screen. CHO PERK-DD fusion, SEAP luminescence translation reporter. inhibition, % at 5.6 µM. 220,000 tested, 0.17% active;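 active = inhibition above the mean inhibition of all tested compounds plus 3 SD, set separately per screening campaign, cut at about 2.9% in these data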;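 also: PERK kinase domain activated by AP20187 dimerizer at 100 nM; 0% = DMSO with dimerizer and 100% = rapamycin at 8.4 µM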
# zVAD death inh: blocks zVAD induced death of L929 cells; L929 zVAD necroptosis rescue, ATP luminescence, 24 h; with zVAD 60 µM; viability rescue, % at 10 µM; 220,000 tested, 0.38% active; AID 1377;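 active = activation, scaled between plate controls, above about 75%, limit read from the data; inactive = activation under that limit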;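 also: 0% = zVAD with DMSO and 100% = DMSO alone without zVAD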
# TNF necrop inh: TNF-alpha cell death inhibition in Jurkat FADD-/- cells. Jurkat FADD-/- TNF necroptosis rescue, ATP luminescence, 24 h; 0 = TNF only, 100 = no-TNF cells. activation (protection from cell death), % at 10 µM. 220,000 tested, 0.068% active. AID 463075;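 active = activation, meaning protection from cell death, of at least 50% relative to plate controls; inactive = activation below 50%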;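 also: necroptosis triggered by 40 ng/mL TNF-alpha added together with compound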
# Active calls of the source: *; / = not tested or not shown; & = joins results of further samples.
mol,Hck Nef HTS,RBBP9 inh,PERK inh,EP2 antag,Runt-SMMHC FRET,EP2 mod,Runt-CBFb FRET,zVAD death inh,TNF necrop inh
CC(C)c1nnc(NC(=O)CCS(=O)(=O)c2nc(-c3cccs3)cc(C(F)(F)F)n2)s1,-2,-6,-0.4,15,2,4,-2,-0.3,-17
COC(=O)c1ccccc1NC(=O)CSc1nnnn1C1CCCCC1,1,4,0.3,13,-20,35,-2,0.6,0.3
NC(=O)NNC(=S)Nc1cccc2ccccc12,18,-5,0.6,3,0,5,9,0.3,-0.2
COCCn1c(=NC(=O)c2cc(-c3cccs3)nc3ccccc23)sc2cc(S(N)(=O)=O)ccc21,1,-57,-1.9,8,-52,37,-48,-0.9,1.6
Cc1cc(C)cc(NC(=S)NN)c1,21,-3,0.5,6,2,-27,3,-1.5,-0.8
O=C(NC1(C(F)(F)F)N=C2SCCN2C1=O)c1ccccc1 (stereo not given),1,-2,1.1,9,-6,4,1,-0.1,-1.5
COc1ccc(C(=O)Nc2ccc3c(c2)C(=O)c2ccccc2C3=O)cc1OC,-2,-7,0.4,7,5,-1,-1,1.1,1.2
O=c1cc(COc2ncnc3ccccc23)nc2sccn12,12,-3,0.3,2,1,3,1,0.1,-0.4
Cn1c(SCC(=O)Nc2nc(C(C)(C)C)cs2)nnc1C1CC1,22,-9,-0.2,9,2,-1,-1,1.0,1.1
COc1ccc(OC)c(NC(=O)C(=O)/C=C(\O)c2cc(OC)ccc2OC)c1,-1,1,-0.5,4,-1,8,4,-0.1,-3.8
Cc1ccc(N/C(N)=N/c2nc(CSc3ccccn3)cc(=O)[nH]2)c(C)c1,7,-3,-0.4,11,0,-1,-2,1.0,-1.1
O=C(CCCOc1ccccc1)N1CCN(c2ccc(F)cc2)CC1,1,-3,-0.5,11,0,-19,0,0.3,0.4
Cc1ccc(C(=O)Nc2cccc(C(F)(F)F)c2)cc1NC(=O)c1nccn1C,40,/,/,8,-5,20,-3,82*,3.9
CN(CCCNC(=O)C1CCN(S(=O)(=O)c2cccc3nsnc23)CC1)Cc1ccccc1,4,-11,-1.7,9,0,-10,-1,-0.2,-0.5
Cc1ccccc1OCC1CN(CN2CCOCC2)C(=O)O1 (stereo not given),-1,3,0.0,9,0,-5,-1,0.3,0.4
Cc1cc(C)cc(OCc2nc(-c3cccnc3)no2)c1,25,-2,0.1,9,/,-9,/,4.2,-0.5
COc1ccccc1OCC(=O)Nc1ccc(-c2nnc(-c3ccco3)o2)cc1,32,-10,0.6,5,/,5,/,2.1,1.9
Cc1ccccc1C(=O)NC(C(N)=O)P(=O)(OC(C)C)OC(C)C (stereo not given),8,-10,1.1,9,0,-11,0,0.0,0.2
COc1ccc2c(CC(=O)OCC(=O)Nc3ccc4c(c3)OCO4)coc2c1,-10,-9,-0.2,7,0,2,1,-0.6,-0.3
O=C(CCN1C(=O)C2C3C=CC(C4CC34)C2C1=O)Oc1ccccc1 (stereo not given),27,-7,0.4,3,-2,-3,0,3.0,0.8
S=C(NCCc1ccccc1)N1CCN(C2CCCCC2)CC1,1,-5,-0.2,16,1,-44,1,1.3,1.3
CCOc1ccc2nc(NC(=O)CCn3cccc3)sc2c1,6,-10,0.8,7,-4,-2,14,85*,5.9
COc1ccc(OC)c(C2C(C(=O)c3cc4ccccc4o3)=C(O)C(=O)N2c2cc(C)on2)c1 (stereo not given),0,1,-0.8,31,-8,21,2,-0.2,-2.4
O=C(c1ccc(NC(=O)C2(c3ccccc3)CCOCC2)cc1)N1CCOCC1,8,-12,1.4,5,-1,13,2,-0.7,-0.6
O=c1[nH]c(CN2CCN(S(=O)(=O)/C=C/c3ccccc3)CC2)nc2ccccc12,2,3,0.5,3,0,-8,-2,0.9,2.5
Cc1cc(Br)c2nc3c(c(C(=O)O)c2c1)CCCCC3,3,7,0.8,19,-1,77*,1,1.1,1.4
COCC(=O)Nc1ccccc1Br,4,-7,0.7,5,-2,13,0,1.2,1.3
Cc1cc(NC(=O)CCC(=O)N(c2ccccc2)C(C(=O)NC2CCCC2)c2ccncc2)no1 (stereo not given),6,-1,0.4,17,3,7,0,1.5,0.9
COc1ccc2nc(SCC(=O)Nc3ccccc3OC)[nH]c2c1,7,-3,0.9,15,-6,-25,1,1.3,2.4
O=C(CCS(=O)(=O)c1ccc(Br)cc1)NCc1cccs1,-4,2,-0.6,/,1,-1,2,1.1,3.3
c1csc(-c2nnc(N3CCOCC3)c3ccccc23)c1,20,-6,0.4,5,-1,19,0,0.4,-0.7
CC(Oc1cccc2c1OC(C)(C)C2)C(=O)O (stereo not given),6,0,1.3,8,1,29,0,-0.9,-0.3
Oc1ccc(/C=N/Nc2nn3cnnc3c3ccccc23)cc1,19,6,0.0,9,-1,-12,3,-0.2,-1.7
CCN1CCc2nc(NC(=O)c3ccc(S(=O)(=O)N(C)C)cc3)sc2C1,-10,-4,0.4,-1,3,13,2,1.2,-0.4
CCn1c(C)nc2cc(C(=O)N/N=C/c3cccc(OC)c3O)ccc21,-48,-8,-0.1,13,6,-29,3,29,-9.1
CCC(=O)c1ccc2c(c1)OCCO2,8,-8,2.3,5,2,-2,-1,-0.3,1.0
Cc1ccc2cc(CN(C(=O)C3CCCO3)C3CCCCC3)c(=O)[nH]c2c1 (stereo not given),2,1,-1.6,5,3,-3,-1,3.6,-1.1
O=C(/C=C/c1ccc(S(=O)(=O)N2CCOCC2)cc1)OCC(=O)c1ccc([N+](=O)[O-])cc1,38,2,1.2,2,0,16,4,-1.0,-5.2
Cn1c(SCC(=O)c2ccc3c(c2)Cc2ccccc2-3)nnc1-c1ccccc1,1,-3,0.6,14,0,-41,-7,-0.3,-12
Cc1cccc(Nc2nc(N)nc(CN3CCN(c4ccccc4F)CC3)n2)c1,0,-3,-1.2,12,/,/,/,0.9,-1.6
COc1ccc(NC(=S)Nc2ccc3nc(C)c(C)nc3c2)cc1,0,-5,-0.5,10,-181,-30,-39,0.2,-3.7
COc1cc(/C=C2\Oc3cc(O)ccc3C2=O)ccc1O,-33,/,/,21,78*,23,11,76*,-2.8
CCc1cc2ccc(C)cc2nc1SCC(=O)Nc1c[nH]c(=O)[nH]c1=O,9,-6,-0.5,21&7,-20,24&-10,-3,-1.9,1.1
ClCC1=Nc2cccc3cccc(c23)N1,27,0,-0.1,3,-7,-10,3,-0.1,-15
O=[N+]([O-])c1cn(Cc2ccccc2)cn1,2,2,0.8,8&5,-5,7&6,-2,0.5,1.8
O=C(c1ccc2c(c1)OCO2)N1CCN(c2ccc(F)cc2)CC1,4,-6,0.2,5,1,-14,2,0.0,0.0
COc1ccc(N(CC(=O)NCc2ccncc2)S(=O)(=O)c2ccccc2[N+](=O)[O-])c(OC)c1,22,2,0.3,4,/,12,/,0.2,0.2
CC(=O)c1cccc(NC(=O)CSc2nnc(-c3cccnc3)o2)c1,12,3,0.5,12&9,1,12&17,0,-0.8,-0.5
O=C(NCC(=O)N(CCc1ccccc1)C(C(=O)NC1CCCCC1)c1ccncc1)c1ccco1 (stereo not given),1,-7,-0.8,18,-2,5,-8,-0.1,-2.2
CN1Cc2cccc3c2C(Cc2ccccc2S3)C1 (stereo not given),0,-8,0.3,6,0,18,-1,0.5,2.1
COc1ccccc1-n1cc(C(=O)NCC(=O)NCc2ccc(F)cc2)c2ccccc2c1=O,19,2,0.1,12,3,0,-1,0.8,1.5
COCCNC(=S)N/N=C(\C)c1ccc2cc(OC)ccc2c1,4,-7,-0.4,4,5,-43,-3,/,0.6
CCOc1ccc(N2CC(C(=O)Nc3ccc(S(=O)(=O)N4CCOCC4)cc3)CC2=O)cc1 (stereo not given),1,-3,-0.6,10,2,-11,-1,0.2,-0.6
CCOc1ccc(C2CC(c3ccccc3C)n3ncnc3N2)cc1 (stereo not given),2,5,0.8,9,-6,-1,-1,-0.5,-0.7
Cc1cc(C(=O)c2ccccc2)nc2ccccc12,-2,1,-0.2,5,2,-5,0,0.4,-3.8
CC(C)(CN1CCC(Cc2ccccc2)CC1)NS(=O)(=O)c1ccccc1,-8,-10,-2.5,10,-2,16,1,1.0,1.7

# (more compounds)
mol,Hck Nef HTS,RBBP9 inh,PERK inh,EP2 antag,Runt-SMMHC FRET,EP2 mod,Runt-CBFb FRET,zVAD death inh,TNF necrop inh
COc1ccc(OC2OC3COC(C)(C)OC3C(O)C2NC(C)=O)cc1 (stereo not given),9,0,0.1,9&12,0,-13&9,-3,0.7,0.1
COc1ccc(CNC2CCCC2)c(OC)c1OC,0,-5,-0.5,11,-6,49,1,0.1,0.6
CC(CCc1ccccc1)NC(=O)c1ccc2nc(N3CCOCC3)sc2c1 (stereo not given),18,-1,0.5,7,-1,-74,-3,-0.5,-0.7
Cc1ccccc1C(=O)NC(=S)NCCc1ccccc1,10,-3,0.7,6,4,-14,1,0.4,0.7
Cc1cccc(-n2nnc(C(=O)NC3CCCc4ccccc43)c2N)c1 (stereo not given),-1,-11,-1.9,10,5,2,-3,0.4,-5.3
COC(=O)c1c(-c2ccc(OC)c(OC)c2)csc1N,19,-3,0.1,3,0,-11,6,0.4,0.4
O=C(NCC1CCCO1)C1CCN(C2CCN(C3CCCCCC3)CC2)CC1 (stereo not given),16,-14,-0.6,6,12,-19,8,0.9,1.9
CC(C)(C)NC(=O)C12CCC(C)(c3nc4ccccc4nc31)C2(C)C (stereo not given),2,-2,-1.5,4,-3,64*,-5,0.7,1.2
Cc1nnc(NC(=O)CSc2nnc(-c3ccccc3)n2C)s1,0,-2,0.2,8,4,29,1,0.1,0.6
COC(=O)c1coc(-c2ccc(C)cc2)c1C(=O)OC,1,0,0.0,11,-2,17,-2,0.3,-1.3
O=c1c(Cc2ccc(F)cc2)c(O)ccn1CCCN1CCOCC1,2,-1,0.1,6,0,41,-1,0.3,-0.4
Cc1cccc(-n2ncc3c(N4CCCc5ccccc54)ncnc32)c1,2,-9,-0.5,13,2,22,-2,-0.4,-2.0
COc1ccccc1/C=N/NC(=O)CNC(=O)c1ccccc1,10,-10,-0.8,7,-2,-22,0,0.3,1.3
O=C(CCCN1C(=O)c2cccc3cccc(c23)C1=O)NCc1cccnc1,11,-12,-1.2,16,0,-43,1,-0.1,2.0
COc1ccccc1C/C(N)=N/OC(=O)COc1cc(C)cc(C)c1C,-3,6,1.8,4,0,-22,-2,0.9,1.2

# Source: PubChem (several laboratories)

# Not all compounds are listed (hit frequency here may not be typical).
